WT yeast gro inh: growth inhibition of WT yeast, mitochondrial fusion screen; mitochondrial fusion phenotypic screen, WT strain; inhibition, % at 10 µM; 190,000 tested, 2.1% active; AID 1362; in the data active means inhibition above about 58%; tested in S. cerevisiae
Autophagy mod: alters autophagy in cells. MEF GFP-LC3 puncta imaging; test concentration mostly 10 µM. calls only at 10 µM (by protocol). 190,000 tested, 0.98% active. AID 463193;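 active means percentage of spot-positive cells more than 3 SD above its plate mean, without a fluorescence outlier flag or 80% toxicity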;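 further: spot-positive cell cutoff set from DMSO-treated cells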
human PMI inhibitors: MPI inhibition at elevated mannose 6-phosphate – biochemical, fluorescence intensity, high mannose 6-phosphate, primary screen (AID 1220); recombinant PMI enzyme, coupled fluorescence intensity; higher % means a stronger effect; inhibition, % at 20 µM; hits with a dose series show IC50 in µM; 190,000 tested, 0.66% active
Ins promoter up: MIN6 insulin promoter up-regulation; MIN6 insulin promoter-GFP reporter, high-content imaging; hits give high values; z-score at 5 µM; 190,000 tested, 0.3% active;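 active means z-score above 3 at 5 µM with at least 500 cells counted in the well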
MT stabilizer: stabilizes microtubules in HeLa cells. % tubulin-high responders, % at 10 µM. HeLa tubulin immunostaining HCS, 24 h; share of cells brighter than vehicle mean+2SD. 200,000 tested, 0.83% active;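 active means plate Z-score above 3 for both tubulin-high and condensed-nucleus cell shares, with cell loss under 80%, at 10 µM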;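 further: anti alpha tubulin signal scored within the nucleus-defined area of each cell; some results filed as inactive read as strong as hits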
PMI inhibitors: MPI enzyme activity inhibition – biochemical, fluorescence intensity, coupled assay, primary screen (AID 1209) | purified PMI enzyme, coupled fluorescence intensity; higher % means a stronger effect | inhibition, % at 20 µM; hits with a dose series show IC50 in µM | 190,000 tested, 0.42% active;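 further: plate controls were DMSO vehicle for no effect and wells lacking substrate for full effect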
Yfh1-depleted yeast: enhancers of respiration in Yfh1-depleted yeast, dose response, Friedreich's ataxia, plus single-dose screen (AID 1465). 220,000 tested, 0.074% active. fold induction at 50 µM, or EC50 in µM where a hit was titrated. S. cerevisiae Yfh1-off respiration, WST-1 reduction, 72 h; higher fold induction means a stronger effect;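 active means fold induction of absorbance versus untreated yeast above a set limit, then at least 30% activation at any dose in follow-up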;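 further: activators that raise dye reduction in frataxin-depleted yeast; strong numbers were not always called active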
b-catenin transl: beta-catenin nuclear translocation modulation; HeLa beta-catenin nuclear translocation, immunofluorescence imaging; nuclear translocation activity, % at 5 µM; 190,000 tested, 0.3% active; AID 1665;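 active means nuclear translocation activity above 50% at 5 µM, with a well cell count of 50 or more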;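 further: per-cell ratio of nuclear to cytoplasmic median beta-catenin stain intensity; plate controls were DMSO negative control for no effect and GSK-3 inhibitor IX positive control for full effect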
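assay system = human HeLa cells, endogenous beta-catenin | times = compound treatment 24 h, 37°C, 5% CO2 | detection = Anti-beta-catenin immunofluorescence on PFA-fixed, Triton-permeabilized cells, DAPI nuclei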
Dynein transport: blocks dynein driven cargo transport along microtubules. 3617.4 mouse cells, GR-EGFP nuclear translocation imaging; test concentration mostly 20 µM; stimulated with dexamethasone, 1 µM; hits give low values. z-score, hits read low. 220,000 tested, 0.47% active. AID 1381;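 active means plate z-score of nuclear minus cytoplasmic receptor signal below a set negative limit, without overly bright fluorescence or cell loss, cut at about -3.5 in these data, passing the limit was not always enough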;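 further: z-score of nuclear minus cytoplasmic ring GR-EGFP intensity difference per well; some compounds called inactive have numbers as strong as hits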
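medium = tetracycline-free induction medium containing charcoal-stripped FBS | also added = 1.0 µM final dexamethasone stimulus | schedule = 48 h induction, 1 h compound, 30 min dex at 37 °C | technique = fixed, Hoechst-stained cells imaged at 10x for EGFP | measure = GR-EGFP nuclear translocation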
WT yeast gro inh mutant strain: further read-out of WT yeast gro inh, marked with its call; inhibition, %; mitochondrial fusion phenotypic screen, mutant strain inhibition
Dynein transport cytoplasmic EGFP: recorded beside Dynein transport, whose call it bears; z-score; measured here: cytoplasmic GR-EGFP intensity; hits give high values
Dynein transport nuclear GR-EGFP: recorded beside Dynein transport, whose call it bears; z-score; measured here: nuclear GR-EGFP intensity;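 lower value marks the stronger effect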
Dynein transport cell count: also measured in Dynein transport; calls as there; z-score; measured here: cell count per field
Ins promoter up cell count: also measured in Ins promoter up; calls as there; cell count; measured here: cytotoxicity, nuclei count;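 total cells summed across four imaged fields per well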
b-catenin transl cell count 5 µM: recorded beside b-catenin transl, whose call it bears; cell count; measured here: cell count, cytotoxicity flag
MT stabilizer Hoechst-high %: second read-out of MT stabilizer, no call of its own (marks repeat the call); % Hoechst-high responders; measured here: nuclear condensation Hoechst responders;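 share of cells brighter than vehicle mean plus two SD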
MT stabilizer cytotoxicity %: also measured in MT stabilizer; calls as there; toxicity, %; measured here: cytotoxicity by cell density;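 0% = mean cell density of plate MIN control wells and 100% = no cells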
Autophagy mod cell loss 18 h: second read-out of Autophagy mod, no call of its own (marks repeat the call); toxicity, %; measured here: cell loss, nuclei count;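 cell loss after 18 h compound exposure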
Active calls of the source: *; i = inactive; · = no result given. Unless noted, no stated cut-off is given here; in the data, active means inhibition above about 50%; inactive means the rest.

SMILES | WT yeast gro inh | WT yeast gro inh mutant strain | Autophagy mod | Autophagy mod cell loss 18 h | human PMI inhibitors | Ins promoter up | Ins promoter up cell count | MT stabilizer | MT stabilizer Hoechst-high % | MT stabilizer cytotoxicity % | PMI inhibitors | Yfh1-depleted yeast | b-catenin transl | b-catenin transl cell count 5 µM | Dynein transport | Dynein transport cytoplasmic EGFP | Dynein transport nuclear GR-EGFP | Dynein transport cell count
Cc1cccc(C)c1Nc1nnc(SCC(=O)NCc2cccs2)s1 | -10 | -21 | i | 0 | -4% | -0.34 | 1358 | 3.2 | 4.2 | 6.4 | -6% | i | 0.0 | 971 | 0.43 | -0.25 | -0.062 | -0.5
Cc1cccc(C(=O)N2CCN=C2SCc2ccc([N+](=O)[O-])cc2)c1 | -22 | -18 | i | -14 | 16% | 0.87 | 1142 | 5.7 | 1.7 | 2.4 | 24% | i | 1.3 | 1049 | 1.6 | 0.26 | 0.84 | -0.23
Cc1cc(C(=O)CSc2nc3ccccc3n2C)c(C)n1C | 25 | 26 | i | -18 | 1% | -0.33 | 891 | 1.2 | 1.3 | 12 | 2% | i | · | · | -0.93 | -0.29 | -0.46 | 0.98
O=C(COc1ccc(Br)cc1Br)NC(=S)N1CCCc2ccccc21 | 11 | -3 | i | 2 | -72% | 0.34 | 919 | 1.9 | 2.2 | 6.8 | -38% | i | -2.5 | 1267 | 0.63 | 0.37 | 0.85 | -1.3
CN(C)S(=O)(=O)c1cccc(-c2nnc(-c3ccccc3)o2)c1 | 9 | -4 | i | -11 | -4% | -0.14 | 891 | 1.5 | 1.2 | 6.8 | 3% | i | · | · | -0.3 | -0.1 | 0.049 | -0.31
NC(=S)NNC(=O)C12CC3CC(CC(C3)C1)C2 | -6 | -20 | i | -8 | -4% | 0.08 | 1228 | 2.0 | 3.6 | 11 | 10% | i | 0.6 | 931 | 0.78 | -0.29 | 0.0082 | 0.21
Brc1ccc(OCCCCCN2CCOCC2)cc1 | 21 | 40 | i | 21 | -19% | · | · | 4.6 | 1.4 | 5.3 | -13% | i | -1.8 | 566 | 0.46 | -0.27 | 0.2 | 0.07
COCC(=O)Nc1nnc(Cc2ccc(OC)c(OC)c2)s1 | -11 | -15 | i | -5 | 2% | 0.72 | 1483 | 5.6 | 5.5 | 9.9 | -3% | i | -3.5 | 680 | 2.9 | -0.2 | 1.5 | -1.9
CCOc1ccc2nc(NC(=O)CC3Oc4ccccc4NC3=O)sc2c1 (stereo unspecified) | · | · | · | · | · | 0.4 | 1009 | · | · | · | · | i | 0.9 | 1300 | 0.21 | -0.22 | 0.059 | -0.29
Cc1cccc(C(=O)O/N=C/c2c(Cl)n(C)c3ccccc23)c1 | 19 | 26 | i | -4 | 17% | -0.09 | 1781 | 1.3 | 1.4 | 7.3 | 14% | i | -4.2 | 1121 | -0.19 | 0.11 | -0.37 | 0.71
CCC(Oc1ccccc1)C(=O)N1CCN(CC)CC1 (stereo unspecified) | -11 | -17 | i | -14 | 8% | · | · | 2.1 | 1.7 | 7.5 | 12% | i | -3.1 | 1143 | 0.7 | -0.26 | 0.2 | -0.61
O=C(CN1C(=O)S/C(=C/C=C/c2ccccc2)C1=O)Nc1ccc(C(=O)O)cc1 | -12 | 0 | i | -3 | 4% | -0.1 | 1236 | 3.6 | 2.9 | 5.0 | -11% | i | · | · | 1.8 | -0.16 | 0.89 | -1.5
O=C(Cn1cnc2c(oc3ccccc32)c1=O)N1CCCC1 | -14 | 11 | i | 7 | 14% | 0.28 | 1125 | 4.4 | 2.7 | 7.3 | 3% | i | -0.1 | 1089 | -0.35 | -0.28 | -0.21 | 0.62
COC(=O)c1cc(NC(=O)c2cc(-c3ccc(OC)cc3)oc2C(F)(F)F)ccc1N1CCOCC1 | · | · | · | · | · | -0.01 | 1059 | · | · | · | · | i | 1.1 | 1361 | -0.037 | -0.15 | 0.41 | 0.27
Cn1cnc([N+](=O)[O-])c1SCC(O)CCl (stereo unspecified) | 3 | 9 | i | 10 | -10% | -0.35 | 1225 | 3.1 | 1.4 | 1.5 | -10% | i | 0.8 | 1280 | 0.53 | -0.32 | 0.27 | 0.14
O=C1/C(=C\c2ccc(-c3ccccc3[N+](=O)[O-])o2)C(c2ccccc2)=NN1c1ccccc1 | -2 | -2 | i | -2 | -2% | · | · | 1.8 | 1.0 | 6.2 | -2% | i | -9.0 | 1230 | -1 | -0.24 | -0.33 | 0.2
O=C(NCC(=O)N(c1ccccc1)C(C(=O)NC1CCCCC1)c1ccncc1)c1ccco1 (stereo unspecified) | -29 | -8 | i | 13 | -1% | -0.03 | 1477 | 1.3 | 1.8 | 13 | -10% | i | -2.1 | 1382 | -1 | -0.22 | -0.37 | 3.1
S=C(Nc1ccccc1)N1CCCCC1 | 10 | 14 | i | 17 | 9% | -0.19 | 1502 | 3.5 | 1.6 | 8.2 | 17% | i | -2.7 | 1250 | 0.002 | -0.17 | 0.55 | -0.97
COc1cc(/C=C/c2ccc3cccc([N+](=O)[O-])c3n2)ccc1OCC#N | 15 | 12 | i | 12 | 0% | -2.3 | 1326 | 4.1 | 2.5 | 3.8 | -2% | i | -1.9 | 1133 | 0.083 | -0.28 | -0.24 | -0.041
CC1(C(=O)c2ccccc2)C2c3c(ccc4ccccc34)OC(=O)C21C(=O)N1CCOCC1 (stereo unspecified) | 23 | 2 | i | 5 | 13% | 0.71 | 1436 | 1.7 | 1.6 | 10 | 14% | i | -0.2 | 1425 | -0.5 | -0.093 | -0.45 | 0.15
COc1ccccc1NC(=O)CCCn1c(=S)[nH]c2ccccc2c1=O | -1 | 9 | i | 3 | 12% | -1.2 | 1235 | 1.2 | 2.9 | 2.4 | 3% | i | -1.4 | 1122 | 0.88 | -0.17 | 0.052 | 0.08
CCCC(=O)NCCc1nc2ccccc2n1CCC | 10 | -1 | i | 19 | 2% | 0.13 | 1791 | 2.3 | 3.1 | 1.6 | 2% | i | 0.4 | 1104 | 2.5 | -0.013 | 1.6 | -1.8
Cc1nc(N)c(C#N)c(-c2ccccc2)c1C | 3 | 1 | i | 4 | -7% | 0.32 | 1182 | 0.6 | 1.6 | 3.6 | -8% | i | -1.6 | 1095 | 0.48 | -0.23 | 0.037 | 0.54
CN(Cc1cccnc1)C(=O)CNC(=O)c1ccc(Cl)cc1Cl | -1 | -6 | i | -11 | 1% | 0.32 | 1219 | 2.6 | 2.6 | 5.1 | -2% | i | -1.4 | 1102 | 2.3 | -0.21 | 1.6 | -1.5
COCCN1C(=O)c2oc3ccccc3c(=O)c2C1c1ccc(OC)c(OC)c1 (stereo unspecified) | 16 | -5 | i | 2 | -2% | 0.36 | 1156 | 5.1 | 2.5 | 7.2 | 0% | i | -2.4 | 564 | 1.2 | -0.21 | 1.9 | -0.92
O=C(O)c1ccc(/C=N/NC(=O)c2ccc(F)cc2)cc1 | · | · | · | · | · | 0.14 | 1102 | · | · | · | · | i | -0.6 | 1237 | -0.078 | 0.15 | 0.81 | -0.93
CC(C)CC(C(=O)NC(=O)NCc1ccccc1)N1C(=O)c2ccccc2C1=O (stereo unspecified) | 0 | -5 | i | -2 | 18% | 0.02 | 1232 | 2.8 | 2.3 | 2.9 | 9% | i | -1.7 | 864 | 1.2 | -0.16 | 0.73 | -1.3
O=C(COc1ccc(Cl)cc1)Nc1ncccn1 | -10 | -29 | i | 7 | 3% | -0.27 | 1280 | 4.7 | 1.4 | 7.3 | 3% | i | · | · | 0.84 | -0.097 | 0.64 | -1.1
O=C1/C(=C/C=C/c2ccccc2)Oc2c1ccc(O)c2CN1CCN(CCO)CC1 | · | · | · | · | · | -0.38 | 1036 | · | · | · | · | i | -0.2 | 1342 | -1.3 | -0.17 | -0.67 | 0.52
CC1CC(C)CN(c2ncnc3c2cnn3Cc2ccc(Cl)cc2)C1 (stereo unspecified) | 76* | 19* | i | 0 | 13% | -0.6 | 1300 | 5.7 | 2.2 | 3.9 | 19% | i | · | · | 1.2 | -0.075 | 0.61 | -1.9
C/C(=N\Nc1nccnc1Cl)c1c(F)c(F)c(F)c(F)c1F | -3 | -4 | i | -12 | 4% | 0.6 | 1301 | 4.0 | 4.2 | 10 | -1% | i | -0.4 | 531 | -0.45 | -0.28 | -0.4 | -0.13
CCNc1nc2c(c(=O)[nH]c(=O)n2C)n1CC(C)C | 3 | -7 | i | 5 | 15% | 0.11 | 1802 | 1.7 | 3.6 | 3.2 | 15% | i | -1.8 | 1051 | -0.63 | -0.21 | -0.25 | 0.037
O=S(=O)(c1cccc(-c2nnco2)c1)N1CCCC1 | -4 | -12 | i | -2 | 0% | -0.32 | 1906 | 2.1 | 2.2 | 9.2 | 0% | i | -1.8 | 1072 | 1.5 | -0.21 | 1.3 | 0.023
COc1ccc(NC(=O)CCNS(=O)(=O)c2ccc3c(c2)c(=O)n(C)c(=O)n3C)c(OC)c1 | -7 | -26 | i | 11 | -7% | 0.14 | 1183 | 3.9 | 3.4 | 5.6 | -8% | i | -2.9 | 593 | 2.5 | -0.075 | 2.8 | -2.1
CC1(CC(=O)NNC(=O)Nc2ccccc2)OCCCO1 | -2 | 10 | i | -4 | 4% | -0.16 | 1465 | 1.1 | 1.5 | 9.7 | 6% | i | 0.5 | 957 | -0.19 | -0.35 | 0.13 | 0.41
